# Compound activity (PubChem)
# EBV LMP1 NFkB: Epstein-Barr LMP1 NF-kappaB reporter inhibition | LMP1-induced NF-kappaB luciferase reporter cells, luminescence | inhibition, % at 12.5 µM | 0.69% of 350,000 active | AID 504558; in the data active = inhibition above about 41%;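 note: 0% = neutral control wells and 100% = reference inhibitor control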
# LRH-1 inv ag: suppresses constitutive activity of human LRH-1. inhibition, % at 3.6 µM. HEK293T StAR-luciferase reporter, LRH-1 transfected, 24 h. 0.13% of 360,000 active;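 active = inhibition above the mean inhibition of all tested compounds plus 3 SD, cut at about 73% in these data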;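 note: 0% = DMSO wells and 100% = reporter-only cells lacking LRH-1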
# Target sequence (O00482 whole entry, looked up): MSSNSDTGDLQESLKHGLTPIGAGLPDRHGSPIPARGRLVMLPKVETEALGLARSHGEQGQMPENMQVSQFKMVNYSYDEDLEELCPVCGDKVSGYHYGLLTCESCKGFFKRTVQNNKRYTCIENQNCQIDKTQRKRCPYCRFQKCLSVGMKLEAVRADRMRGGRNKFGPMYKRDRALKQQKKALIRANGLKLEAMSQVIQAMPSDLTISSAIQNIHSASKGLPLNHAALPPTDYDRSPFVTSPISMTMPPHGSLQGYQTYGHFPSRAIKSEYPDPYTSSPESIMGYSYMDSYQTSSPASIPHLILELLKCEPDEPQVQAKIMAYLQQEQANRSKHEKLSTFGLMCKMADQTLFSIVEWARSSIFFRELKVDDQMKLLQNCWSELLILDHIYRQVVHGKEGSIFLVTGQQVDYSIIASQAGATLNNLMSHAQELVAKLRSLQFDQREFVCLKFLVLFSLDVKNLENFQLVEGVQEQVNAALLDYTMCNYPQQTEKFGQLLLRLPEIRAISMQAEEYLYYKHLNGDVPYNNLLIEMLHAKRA
# SRC1 inh: inhibits human SRC1 coactivator; AID 588354; 0.12% of 360,000 active; inhibition, % at 3.6 µM; Q15788; HEK293 GAL4-SRC1 luciferase reporter, luminescence;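 active = inhibition above the campaign mean plus 3 SD, with each screening campaign given its own cutoff, cut at about 60% in these data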;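 note: 0% = DMSO treated cells and 100% = gossypol at 36 µM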
# TROY signal inh: inhibitors of TROY-dependent NF-kB signaling. Q293 LMP1-TROYcd NF-kB luciferase reporter, 4 h. inhibition, % at 10 µM. 0.98% of 360,000 active. AID 1347056;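 active = compounds whose plate-normalised and pattern-corrected inhibition of the luciferase reporter signal at the single screening dose is 50% or more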
# SRC2 inh: human SRC2 (NCOA2) inhibition. 0.17% of 370,000 active. HEK293 GAL4-SRC2 luciferase reporter, luminescence. Q15596. inhibition, % at 9 µM. AID 651957;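 active = inhibition above the mean inhibition of all tested compounds plus 3 SD, set per campaign, cut at about 52% in these data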;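 note: 0% = DMSO treated cells and 100% = cells given Gossypol at 36 µM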
# NCOA3 inh: inhibits human SRC3 coactivator; Q9Y6Q9; HEK293 GAL4-SRC3 luciferase reporter, luminescence; inhibition, % at 3.6 µM; 0.17% of 360,000 active;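 active = inhibition above a per-campaign cutoff, the mean of all compounds plus 3 SD, cut at about 60% in these data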;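 note: 0% = DMSO-treated cells and 100% = gossypol-treated cells at 36 µM; higher means less SRC3-driven luciferase light from the GAL4 reporter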
# TWEAK Fn14 block: TWEAK-Fn14 signaling inhibition | AID 1159606 | 2% of 360,000 active | inhibition, % at 10 µM | TWEAK-stimulated Fn14 reporter cells, luciferase luminescence, 8 h; in the data active = inhibition above about 50%
# KKLEB tox: CF airway cell cytotoxicity counter-screen; KKLEB CF airway cells viability, ATPlite luminescence, overnight; stronger effect = lower value; cells stimulated with P. aeruginosa culture filtrate; activity change (cytotoxicity), % at 5 µM; 0.36% of 360,000 active;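 active = corrected activity change at or below -50% at 5 µM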
# NR2F2 inh: NR2F2 (human) inhibition, primary screen; P24468; HEK293T NGFI-A luciferase reporter, luminescence; inhibition, % at 8.6 µM; 0.7% of 370,000 active; AID 686940;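 active = inhibition above a per-plate cutoff, mean inhibition of test wells between control levels plus 3 SD, cut at about 38% in these data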;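 note: cells cotransfected with COUP-TFII expression vector driving the NGFI-A reporter; 0% = median of COUP-TF2 test wells and 100% = reporter-only cells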
# Target sequence (P24468 whole entry, looked up): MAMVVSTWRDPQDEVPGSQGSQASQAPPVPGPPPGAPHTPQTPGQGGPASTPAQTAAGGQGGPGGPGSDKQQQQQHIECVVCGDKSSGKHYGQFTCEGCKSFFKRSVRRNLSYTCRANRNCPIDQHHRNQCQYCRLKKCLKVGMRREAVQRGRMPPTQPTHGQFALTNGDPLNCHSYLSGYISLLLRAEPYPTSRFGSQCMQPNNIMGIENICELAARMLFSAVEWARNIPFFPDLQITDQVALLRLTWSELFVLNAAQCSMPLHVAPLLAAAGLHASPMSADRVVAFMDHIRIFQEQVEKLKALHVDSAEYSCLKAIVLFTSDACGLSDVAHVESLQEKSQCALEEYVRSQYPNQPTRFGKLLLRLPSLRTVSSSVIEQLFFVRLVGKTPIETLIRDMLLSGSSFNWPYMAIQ
# C8 TRAIL sens: sensitizes caspase-8 expressing cells to TRAIL | NB7+C8 cells + TRAIL, ATPlite viability luminescence | inhibition (viability loss, TRAIL sensitization), % at 10 µM | 1% of 360,000 active;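 active = compounds causing at least 50% loss of cell viability in the single-dose screen, relative to plate controls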
# CF NFkB inh: inhibitors of cystic fibrosis induced NF-kB; KKLEB NF-kB-GFP reporter, PAF-induced, GFP fluorescence overnight; inhibition, % at 5 µM; 0.86% of 360,000 active;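 active = at least 50% inhibition at 5 µM, scaled per plate between neutral and stimulator controls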;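 note: PAF is a Pseudomonas aeruginosa culture filtrate used as stimulus; plate controls were PAF-stimulated DMSO wells for no effect and unstimulated DMSO wells for full effect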
# * hit, by the source's call; x = not tested or not shown; & = joins results of further samples.
SMILES,EBV LMP1 NFkB,LRH-1 inv ag,SRC1 inh,TROY signal inh,SRC2 inh,NCOA3 inh,TWEAK Fn14 block,KKLEB tox,NR2F2 inh,C8 TRAIL sens,CF NFkB inh
CC1CN(S(=O)(=O)c2ccccc2)CC(C)O1 (stereo unspecified),5,8,-1,-1,14,23,-1,12,7,-4,-4
CCCCCCS(=O)Cc1ccccc1 (stereo unspecified),6,7,-3,-5,4,8,-1,-2,1,9,-1
COc1cccc(NC(=O)N2CCCC2C(=O)NC(C)C)c1 (stereo unspecified),7,-8,-1,-12,1,5,3,-12,-19,8,-12
O=C1CN(S(=O)(=O)c2ccc(F)cc2)CCN1,2,15,0,1,0,14,-9,2,-16,-4,24
O=C(NCCc1cccs1)C1CC(c2cccc(F)c2)=NO1 (stereo unspecified),5,11,-18,-9,-4,-9,14,15,9,-21,11
CCCN(CCC)S(=O)(=O)c1cc(CN2C(=O)c3cccnc3C2=O)ccc1OC,-3,-13,14,18,-19,5,3,0,16,-1,4
O=C(NCCSc1ccccc1)c1ccccc1Cl,-36,-99,-135,-64,-80,-76,-20,4,-22,1,4
CCN(CC)C(=O)c1ccc(Nc2nnc(-c3ccc(O)cc3)c3ccccc23)cc1,1,8,-11,20,-20,17,14,13,-20,23,-21
CCOC(=O)c1c(C)n(C)c2ccc(OC)c(NC(=O)c3cccs3)c12,-8,1,33,0,-32,35,-3,-4,13,5,19
CC(=O)N[C@@H]1[C@@H](O)[C@@H]2OC(c3ccccc3)OC[C@H]2O[C@@H]1N=[N+]=[N-] (stereo partly specified),8,-7,-3,11,-7,-23,-8,1,-2,9,5
CCOC(=O)CC1COCCN1C(=O)c1cc(COc2ccc(F)cc2Cl)on1 (stereo unspecified),-9,-5,0,-13,-33,7,-17,-2,-5,3,-7
COc1cc2cc(CCCOC(=O)CCC(=O)O)oc(=O)c2cc1OC,-5,2,4,-9,-12,-1,5,-9,2,0,-18
Cc1ccc(S(=O)(=O)N2CCCCC2)cc1NC(=O)C1CCN(C(=O)OC(C)(C)C)CC1,2,9,10,4,22,-15,11,6,1,-7,5
COC(=O)c1ccccc1NC(=O)C1CCC(=O)N1S(=O)(=O)c1ccc(C)cc1 (stereo unspecified),11,-6,-4,11,-41,-2,-9,5,14,-6,14
Cc1cc(Cl)nc(Cl)c1C(=O)NCCc1ccccc1,-4,-29,-30,-33,-15,-9,-11,10,-11,5,-31
Cc1cccc(C)c1NC(=O)CNC(=O)c1cncc(Br)c1,-4,-1,6,-12,-40,18,-2,3,-7,4,15
CCCCNc1c(-c2ccc(SC3CCCCC3)cc2)nc2cnccn12,-16,-15&-27,-20,-19&-27,-34&-12,-26,-16&-17,-8,-46&-11,17&5,-6
Cc1ccc(OCC(=O)Nc2ccc3c(c2)OC(F)(F)O3)c([N+](=O)[O-])n1,16,7,21,-15,-26,-2,2,7,-11,0,-11
CCNC(=O)COc1ccc2ccccc2c1,-11,-56,-64,-44,-52,-25,-13,-3,-36,11,-2
CCCS(=O)(=O)NCCc1cc2cc(C)c(C)cc2[nH]c1=O,-7,-16,-5,-10,-23,-13,10,-1,-11,-1,7
O=C1CC(c2cccnc2)c2cc3c(cc2N1)OCCO3 (stereo unspecified),-6,20,-4,-5,-5,18,-20,23,6,-6,-20
O=C(COC(=O)c1ccccn1)Nc1c(Cl)cccc1Cl,-4,-2,-12,x,-16,9,34,-5,1,-17,3
CC(C)CCn1c(SCC(=O)NC2CC2)nc2cc(Cl)ccc2c1=O,0,1,3,0,7,5,-19,-3,12,-1,0
CCOC(=O)c1oc2ccc(S(=O)(=O)Nc3ccc4c(c3)n(C)c(=O)n4C)cc2c1C,-17,36,12,23,-8,32,29,-7,25,19,-16
CC(C)OC(=O)CCCCCN1C(=O)CSC1=S,3,17,-1,-9,-7,-18,0,14,3,0,-3

# A second format for 4 compounds above:
Structure	EBV LMP1 NFkB	LRH-1 inv ag	SRC1 inh	TROY signal inh	SRC2 inh	NCOA3 inh	TWEAK Fn14 block	KKLEB tox	NR2F2 inh	C8 TRAIL sens	CF NFkB inh
CCOC(=O)c1c(C)n(C)c2ccc(OC)c(NC(=O)c3cccs3)c12	-8	1	33	0	-32	35	-3	-4	13	5	19
CC(=O)N[C@@H]1[C@@H](O)[C@@H]2OC(c3ccccc3)OC[C@H]2O[C@@H]1N=[N+]=[N-] (stereo partly specified)	8	-7	-3	11	-7	-23	-8	1	-2	9	5
CCOC(=O)CC1COCCN1C(=O)c1cc(COc2ccc(F)cc2Cl)on1 (stereo unspecified)	-9	-5	0	-13	-33	7	-17	-2	-5	3	-7
COc1cc2cc(CCCOC(=O)CCC(=O)O)oc(=O)c2cc1OC	-5	2	4	-9	-12	-1	5	-9	2	0	-18

# Next entries
SMILES,EBV LMP1 NFkB,LRH-1 inv ag,SRC1 inh,TROY signal inh,SRC2 inh,NCOA3 inh,TWEAK Fn14 block,KKLEB tox,NR2F2 inh,C8 TRAIL sens,CF NFkB inh
COc1cc(/C=N/NC(=O)c2cccc(S(=O)(=O)N3CCCCC3)c2)cc(Br)c1O,6,-4,-1,-7,17,20,16,-8,-13,-2,17
C/C(Cl)=C\Cn1c(Nc2cccc(C)c2)nc2c1c(=O)n(C)c(=O)n2C,-1,-4,-1,8,9,10,28,5,-4,0,6
Nc1ccc(N(CCO)CCO)cc1,5,-2,3,6,-16,4,2,-3,-8,-4,6
CCc1ccc(NC(=O)Cn2nnc(C(=O)NCc3ccc4c(c3)OCO4)c2N)cc1,-3,9,-18,-20,9,9,-6,-40,7,9,-18
O=C(Nc1ccc(F)cc1F)c1csc(-c2cccs2)n1,-40,-74,-95,-31,-35,-75,7,6,-14,-13,-13
COCCCNC(=O)c1ccc(N2CCOCC2)c(NS(=O)(=O)c2ccc(OC)cc2)c1,-2,7,-8,-30,-12,-20,-16,-5,-2,-2,-1
Clc1ncnc2c1oc1ccccc12,-36,-155,-151,-22,-76,-134,-18,3,-48,65*,-4
COc1cc(CCC(=O)Nc2cccc(C(F)(F)F)c2)cc(OC)c1OC,5,6,-3,-22,-6,2,-11,2,-1,-8,9
COc1cccc(-n2cc(CNCc3cn(C)nc3-c3ccccc3F)cn2)c1,2,-4,4,-3,22,0,2,0,8,-38,4
COc1cc(C(=O)NC2=NCCS2)ccc1OCc1c(C)noc1C,6,-1,7,3,4,3,-2,-3,-14,-4,-9
Cc1ccc(C)c(C(=O)COc2ccc(C)nc2[N+](=O)[O-])c1,1,-10,-9,-2,-13,-9,16,3,-11,12,3
COc1ccc(Cl)cc1NC(=O)CN(C)C(=O)Cc1ccc(-c2ccccc2)cc1,-3,-12,-16,-6,-5,-1,-13,4,8,-19,22
COCc1cccc(C(=O)NC(c2ccccc2)c2ccccc2)c1,-10,9,-12,3,14,-5,-10,18,5,-15,-15
O=C1/C(=C/c2ccccc2)NC(=S)N1C(c1ccccc1)c1ccccc1,3,-10,14,-5,-7,-19,13,-4,0,-2,3
CCc1cc(C(=O)N=Nc2c(O)[nH]c3ccc([N+](=O)[O-])cc23)c2ccccc2n1,9,11,-5,6,11,18,13,-17,25,-10,-18
O=C(Nc1ccccc1)c1cccc(N2C(=O)CCC2=O)c1,5,-14,-6,-5,-9,6,-4,12,-3,-5,-4
Cc1onc(-c2ccccc2)c1C(=O)NC(=S)NNC(=O)c1ccc(O)cc1,5,-18,2,-3,4,-1,13,-12,-2,29,8
O=c1c2c([nH]c3ccc(Br)cc13)CCCC2,3,8,-1,-12,9,2,15,-13,5,7,-7
CCOc1ccc(S(=O)(=O)/N=C(\N)c2ccccc2)cc1,2,6,19,4,-6,23,14,6,15,7,-12
COc1ccc(N(CC(=O)NCCSc2ccccc2)S(=O)(=O)c2ccccc2)c(OC)c1,-10,-9,4,4,21,-1,19,11,7,1,-7
CNc1snc(C)c1C(=O)OCC(=O)c1ccc(OC)c(F)c1,13,26,18,9,29,14,11,-2,1,14,18
Cc1cccc(CC(=O)N2CCCC2)c1,1,7,-2,-3,12,12,8,2,-21,1,-2
CCOC(=O)CNS(=O)(=O)c1ccc(C(=O)O)cc1,2,3,-22,-25,8,13,6,3,16,-3,7
COc1ccc(NC(=O)C2Cc3c(-c4cccc(C(N)=O)c4)ccnc3O2)cc1 (stereo unspecified),x,12,17,2,-63,2,-5,-3,-10,9,8
Cc1cccc(C)c1NC(=S)N(Cc1ccccc1)Cc1cccs1,9,9,11,13,-10,11,20,-1,2,-1,-7

# More compounds.
SMILES,EBV LMP1 NFkB,LRH-1 inv ag,SRC1 inh,TROY signal inh,SRC2 inh,NCOA3 inh,TWEAK Fn14 block,KKLEB tox,NR2F2 inh,C8 TRAIL sens,CF NFkB inh
O=C1CCC(c2ccccc2)(C2CCN(Cc3ccccc3)CC2)C(=O)N1 (stereo unspecified),0,18,12,3,5,4,4,17,3,-4,4
CNC(=O)CSc1nnc(COc2ccc(Cl)cc2)n1CCOC,6,-6,-10,-7,4,-3,-3,-16,0,5,-5
Cn1nnnc1SCC(=O)c1cccs1,-10,-3,-3,-1,-15,-3,-13,0,15,9,-18
CCOC(=O)N1CCN(C(=S)NCCOC)CC1,-1,-2,-18,-5,-45,5,-16,3,-4,-2,-6
O=C(NC(=O)N1CCN(c2cccc(Cl)c2)CC1)c1ccc(Cl)cc1,-16,-29,0,-22,-31,16,-11,11,-4,-17,-1
O=C(c1ccccc1)N1CCN(c2ncnc3sc4c(c23)CCC4)CC1,12,-8,17,39,40,16,39,-4,40*,10,0
COc1ccc(C(=O)C2CCCN(C(=O)C3CCOCC3)C2)c(C)c1 (stereo unspecified),3,-5,10,6,1,19,3,8,0,-8,-18
COc1cccc(CNCc2cccnc2)c1OCc1ccccc1,-11,16,-14,-1,3,-8,4,13,8,1,-16
Nc1cccc(Oc2ccc3c(c2)C(=O)N(CC2CCCO2)C3=O)c1 (stereo unspecified),-6,-69,-56,-23,-33,-54,-10,12,-36,-8,-25
COc1ccc(C(C)(NC(C)=O)c2nc(-c3ccccc3OC)cs2)cc1 (stereo unspecified),x,-10,15,5,-13,-10,-10,-7,-2,12,3
COc1cc(C(=O)NCc2nnc(SCC(=O)Nc3cccc(C)c3)o2)cc(OC)c1OC,-7,10,-12,6,-14,6,4,-1,-3,5,11
COC(=O)Cc1cc(=O)[nH]c(/N=C(\N)Nc2cccc(C)c2)n1,-12,-10,-5,8,1,11,5,-12,-2,-1,16
CCCC(C)NC(=O)COC(=O)c1cccc(NS(C)(=O)=O)c1 (stereo unspecified),-2,1,9,-10,3,3,-6,0,8,-25,13
Cc1cccc2c(C(=O)O)c3cccc(C)c3nc12,1,8,-5,3,2,18,2,-2,6,-15,-7
O=C(CSc1ccc2nnc(-c3cccnc3)n2n1)Nc1ccccc1,-8,-8,-12,14,-25,-19,6,-6,-2,15,8
CCC1CCCCN1S(=O)(=O)c1ccc(NC(=O)c2cccnc2)cc1 (stereo unspecified),-4,-6,-21,-18,-8,15,15,4,11,6,-19
S=C(N/N=C/c1ccc(Cl)cc1)N1CCOCC1,-11,-71,-88,-36,-28,-48,-24,-12,-22,4,3
O=C(C1COc2ccccc2O1)N1CCCCC1 (stereo unspecified),-3,-12,-21,2,-19,-5,6,-2,-9,12,14
OCc1cc(CO)c(O)c(CCc2ccccc2)n1,1,-27,-27,-8,-4,-10,2,-4,-3,-6,-9
COc1ccccc1N=Nc1ccc(O)c2ncccc12,32,-20,-40,65*,-25,-29,42,-20,-11,27,-2
N#Cc1c(-c2cccs2)nc(SCC(=O)c2ccc(Br)cc2)[nH]c1=O,-5,-1,-8,18,-13,11,-12,-1,6,-13,4
